Source: PubChem (National Center for Advancing Translational Sciences (NCATS))
p53ts 32C tox: kills p53ts cells at the permissive temperature | H1299-p53A138V at 32C, ATP luminescence viability, 24 h | Potency, µM (doses to about 46.1 µM), for the others: top-dose activity change, negative = cytotoxicity, usual class: cytotoxic | 0.93% of 130,000 active;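 also: 0% = DMSO and -100% = full killing by reference compound; nearly all actives have a fitted effect of over 55% in size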
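Viability by ATPlite luminescence after 24 h compound treatment (up to 46 uM) at the permissive 32C. Cells are H1299 carrying p53 A138V. Scale runs from DMSO basal to 100 uM tamoxifen as full kill; AC50 from Hill fits.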
p53ts 39C tox: kills p53ts cells at the nonpermissive temperature | H1299-p53A138V viability at 39C, ATP luminescence, 24 h | Potency, µM (series often up to 46.1 µM), for inactives: at the top dose activity change, negative = cell killing, hits mostly cytotoxic | 1.5% of 130,000 active | AID 902; also: nearly all actives have a fitted effect of over 55% in size
Peg3 imprint: induces erasure of genomic imprints in mouse ES cells; mouse ES Peg3-LacZ reporter, beta-gal luminescence, 40 h; Potency, µM (top dose mostly 60.7 µM), inactives show at the highest dose activity change, positive = activation, most hits filed as activators; 0.02% of 110,000 active; AID 1948;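 also: 0% = negative control wells on the plate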
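Readout: BetaGlo luminescence (5 min, room temp) for LacZ from the normally silent maternal Peg3 allele in female Peg3LacZ-Neo ES cells. Cells 300/well, 40 h, 37C, 5% CO2. Data normalized per plate to negative controls.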
IkB signaling: suppresses IkB signaling in ABC-DLBCL reporter cells; ABC-DLBCL IkBa-CBG/CBR dual luciferase ratio, 4 h; response scale: scaled: untreated 0%, proteasome inhibitor 100%; Potency, µM (highest dose often 57.1 µM), without a hit: at the highest dose IkBa stabilization activation; 0.04% of 110,000 active; active = well fitted curve in the direction sought with a large enough effect in the signal ratio, not every such curve was filed as active; inconclusive = small, poorly fitted or top-dose-only effect, or a change in a side signal; the % refers to the signal ratio;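 also: the direction sought is a rising ratio; 0% = basal untreated cells and 100% = reference inhibitor full response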
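Luminescence ratio of IκBα-fused green versus native red beetle luciferase in OCI-Ly3 cells, 4 h post-doxycycline with compound; red signal alone, scaled from basal (0%) to zero light (-100%), flagged nonspecific or cytotoxic effects.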
* = called active by the depositor; ? = inconclusive; / = no result given; [ ] = remark or other dose. Unless noted, calls follow the shape of the dose curve; as a rule, active = well fitted curve in the direction sought with a large enough effect; inconclusive = small, poorly fitted or top-dose-only effect, or another doubt; inactive = no such curve, though single readings can be large; an effect the other way counts as inactive or inconclusive. Unless noted, % is scaled to controls: 0 for no effect and ±100 for the full control effect; potency is read from the fitted curve at half-maximal effect.

SMILES	p53ts 32C tox	p53ts 39C tox	Peg3 imprint	IkB signaling
CC(=O)N1CCc2cc(CNC(=O)Nc3cc(Cl)ccc3C)ccc21	-4%	9%	6%[10.9 µM]	-1.6%
Cc1ccccc1OCC1CN(CN2CCOCC2)C(=O)O1 (centres undefined)	2%	3%	-2%	2.6%
O=C(CSc1nnc(-c2ccc(NS(=O)(=O)c3ccccc3)cc2)o1)NCC1CCCO1 (centres undefined)	1%	-6%	-7%	0.1%
O=C(COC(=O)c1cc(S(=O)(=O)N2CCOCC2)cs1)c1ccccc1	1%	-11%	-11%	1.7%
COC(=O)c1cn(C)c2ccc(S(=O)(=O)N3CCCCC3)cc2c1=O	-2%	-11%	0%	2.5%
CCOC(=O)c1c(C)[nH]c(C)c1S(=O)(=O)N1CCCC(C(=O)NCc2ccc(N(C)C)cc2)C1 (centres undefined)	4%	-3%	-7%[10.9 µM]	0.2%
Cc1nn(Cc2ccccc2)c(C)c1NC(=O)CCC(=O)O	-12%	-10%	-2%	-0.7%
CCCn1c(C)cc(C(=O)COC(=O)c2ccc(Cl)c(S(=O)(=O)N3CCCC3)c2)c1C	?	?	-13%	5.2%
Cc1cc(OCCn2c(C3CC(=O)N(Cc4ccc(F)cc4)C3)nc3ccccc32)ccc1Cl (centres undefined)	-1%	0%	10%[10.9 µM]	0.1%
O=C(Nc1ccc(C(=O)N2CCCCC2)cc1)c1nsc2ccccc12	3.2µM*	3.2µM*	-69%[inhibitor][10.9 µM]	?
O=C1CC(Sc2nnc(-c3ccccc3)o2)C(=O)N1c1ccccc1 (centres undefined)	-6%	6%	-35%[inhibitor]	?
CCc1nnc(NC(=O)CN2C(=O)c3ccccc3S2(=O)=O)s1	5%	7%	-6%	2.2%
C(=C\c1ccccc1)/CSc1nnc(-c2cccnc2)o1	1%	0%	/	/
CCOC(=O)C1CCN(Cc2cn[nH]c2-c2ccccc2)CC1	-2%	-13%	-9%	0.1%
O=C(O)CSc1nnc(-c2ccncc2)n1C1CCCCC1	2%	-1%	-2%	0.2%
CCOCCCN1CC(C(=O)NCCc2ccccc2)CC1=O (centres undefined)	-7%	18%	-8%	-0.5%
CCOc1ccc(NC(=O)c2c(Nc3ccccc3C)sc(C(=O)c3ccc(Cl)cc3)c2N)cc1	3%	-9%	3%[10.9 µM]	-0.4%
CCOCCc1nn2c(=O)cc(COC(=O)c3ccccc3NC(=O)c3cccs3)nc2s1	0%	-10%	1%[10.9 µM]	1.1%
CCOc1ccc(N(CC)S(=O)(=O)N2CCCC(C(=O)Nc3cc(Cl)ccc3OC)C2)cc1 (centres undefined)	9%	6%	-16%[10.9 µM]	-2.8%
CCOC(=O)C1CCCN(C(=O)C2CCN(S(=O)(=O)c3cnc[nH]3)CC2)C1 (centres undefined)	6%	-2%	14%	-0.4%

Complete entries from above. Values in the order: p53ts 32C tox, p53ts 39C tox, Peg3 imprint, IkB signaling
Record of Cc1nn(Cc2ccccc2)c(C)c1NC(=O)CCC(=O)O : -12%, -10%, -2%, -0.7%
Record of CCOC(=O)C1CCN(Cc2cn[nH]c2-c2ccccc2)CC1 : -2%, -13%, -9%, 0.1%
Record of CCOC(=O)c1c(C)[nH]c(C)c1S(=O)(=O)N1CCCC(C(=O)NCc2ccc(N(C)C)cc2)C1 (centres undefined) : 4%, -3%, -7%[10.9 µM], 0.2%
Record of CC(=O)N1CCc2cc(CNC(=O)Nc3cc(Cl)ccc3C)ccc21 : -4%, 9%, 6%[10.9 µM], -1.6%

The listing picks up, repeating the six entries before the break.
SMILES	p53ts 32C tox	p53ts 39C tox	Peg3 imprint	IkB signaling
O=C(O)CSc1nnc(-c2ccncc2)n1C1CCCCC1	2%	-1%	-2%	0.2%
CCOCCCN1CC(C(=O)NCCc2ccccc2)CC1=O (centres undefined)	-7%	18%	-8%	-0.5%
CCOc1ccc(NC(=O)c2c(Nc3ccccc3C)sc(C(=O)c3ccc(Cl)cc3)c2N)cc1	3%	-9%	3%[10.9 µM]	-0.4%
CCOCCc1nn2c(=O)cc(COC(=O)c3ccccc3NC(=O)c3cccs3)nc2s1	0%	-10%	1%[10.9 µM]	1.1%
CCOc1ccc(N(CC)S(=O)(=O)N2CCCC(C(=O)Nc3cc(Cl)ccc3OC)C2)cc1 (centres undefined)	9%	6%	-16%[10.9 µM]	-2.8%
CCOC(=O)C1CCCN(C(=O)C2CCN(S(=O)(=O)c3cnc[nH]3)CC2)C1 (centres undefined)	6%	-2%	14%	-0.4%
CC(C)c1ccc(C2c3c(oc4ccc(Cl)cc4c3=O)C(=O)N2CCCN2CCOCC2)cc1 (centres undefined)	-4%	-6%	-10%[10.9 µM]	-0.6%
CCc1ccc(NC(=O)CCc2c(C)nn(-c3ccc(N4CCCC4)nn3)c2C)cc1	-1%	-18%	-7%[10.9 µM]	?
CCOc1ccc(CCNC(=O)c2cc3sccc3n2C)cc1OCC	3%	1%	/	/
COc1ccc(-c2nc3c(c(=O)n(C)c(=O)n3C)n2CC2CC(c3ccccc3)=NO2)cc1OC (centres undefined)	-12%	2%	-12%	-2.7%
O=C(CCC(=O)N(c1ccccc1)C(C(=O)NC1CCCC1)c1ccncc1)Nc1cccnc1 (centres undefined)	7%	3%	-14%	-0.4%
O=C(c1cccc(F)c1)N1CCC2(CCCN(c3ccncc3)C2)CC1	-3%	-10%	/	1.2%[11.4 µM]
CCCc1ncc(C(O)c2cccc(OC)c2OC)n1C (centres undefined)	3%	2%	3%	3.5%
COc1ccc(CNc2nc3c(c(=O)n(C)c(=O)n3C)n2Cc2ccccc2Cl)cc1	13%	0%	2%[10.9 µM]	?
c1ccc(OCCOc2ccccc2-c2nnco2)cc1	3%	-7%	-7%	0.5%
COc1ccc(C(=O)N2CCN(Cc3ccccc3C)CC2)cc1OC	3%	0%	-18%	3.9%
CCc1ccc(NC(=O)CCCn2nc(C)c3c(C)n(-c4ccccc4)nc3c2=O)cc1	3%	2%	7%[10.9 µM]	?
O=C(O)CN(Cc1ccco1)S(=O)(=O)c1ccc(F)cc1	-4%	-7%	-4%	0.5%
Cc1cc(C)c(NC(=O)Cn2c(=O)n(CC(=O)NCc3ccccc3Cl)c(=O)c3sccc32)c(C)c1	16%	-3%	-5%[10.9 µM]	-1.5%
Cn1nnc2cc(C(=O)N3CCSCC3)ccc21	2%	6%	8%	-1.5%
Cc1ccc(Cl)cc1NC(=O)Cc1ccc(-n2c(C)nc3cccnc32)cc1	-2%	-2%	-3%[10.9 µM]	?
Cn1nnc2c(N3CCN(c4ccccc4F)CC3)ncnc21	3%	11%	-10%[10.9 µM]	1.3%
CCOC(=O)Cc1c(C)nc2c(-c3ccc(Cl)cc3)c(C(F)(F)F)nn2c1C	0%	-17%	3%[10.9 µM]	?
CCC(C)NC(=O)c1ccccc1NC(=O)c1ccccc1N(C)S(C)(=O)=O (centres undefined)	21%	-2%	/	/
Cc1ccc(-n2nc(C(=O)NC(C)C)c(=O)n(C)c2=O)cc1	2%	-8%	-9%[10.9 µM]	0.3%
CC(C)C(NC(=O)CN1C(=O)c2ccccc2S1(=O)=O)C(C)C	6%	4%	0%	-2.0%
COC(=O)C(C)c1ccc(C(=O)c2cccs2)cc1 (centres undefined)	-20%	-7%	-5%	/
c1ccc(-c2nc(NC3CC3)nc(-n3ccnc3)n2)cc1	-1%	-2%	-2%	3.5%
Cc1csc(NC(=O)CSc2nncn2C)n1	-1%	8%	4%	6.3%
S=C(c1ccc[nH]1)N1CCOCC1	-2%	10%	/	/
Cc1ccc2c(CN3CCN(CCO)CC3)cc(=O)oc2c1	1%	1%	-15%	-0.7%
COc1cccc(N2CCN(C(=O)c3c4c(nc5ccccc35)C(=O)N(C3CCCCC3)C4)CC2)c1	-7%	-19%	-18%[10.9 µM]	?
O=C(OCc1csc(Nc2ccccc2)n1)c1ccc(Cl)cc1	22%	-7%	/	/
C=C1c2c(Cl)ccc(O)c2C(O)=C2C(=O)[C@]3(O)C(O)=C(C(N)=O)C(=O)C(N(C)C)C3C(O)C12 (some centres undefined)	4%	0%	-28%	/
CCN(CC)CCCCNC(=O)c1ccc(Cc2nc3ccccc3[nH]2)cc1	-1%	6%	/	/
CC(=O)Nc1ccc(NC(=O)Cn2c(=O)ccc3cc(S(=O)(=O)N4CCC(C)CC4)ccc32)cc1	-3%	-11%	30%[10.9 µM]	0.5%
CCc1c(-c2ccccc2)nc2ccccc2c1C(=O)NC(C)c1ccccc1 (centres undefined)	23%	-7%	17%[10.9 µM]	?
Cc1[nH]n2c(=O)c3c(nc2c1-c1ccccc1)CCCC3	1%	14%	-8%	1.5%
COc1ccc(-c2nnc(-c3ccc(Br)o3)o2)cc1OC	-15%	-20%	-33%[inhibitor]	0.0%
CCSc1nnnn1-c1cccc(C(=O)O)c1	3%	6%	11%[10.9 µM]	-1.1%
Cc1cc2c3c(c1)C1(C(=O)N3C(C)(C)CC2C)C(C#N)=C(N)OC2=C1C(=O)CC(C)(C)C2 (centres undefined)	3%	3%	/	/
Clc1ccc(-c2nnc(SCc3nc4ccccc4[nH]3)o2)c(Cl)c1	1%	-8%	/	/
Cc1cccc(OCc2nnc(SCC(=O)N3CCCC3)n2C)c1	3%	4%	4%	-0.3%
COc1cc(OC)c(N(C)C(=O)Nc2cn(CC(C)C)c(=O)c3ccccc23)cc1Cl	6%	0%	7%[10.9 µM]	-0.4%
CCOC(=O)C1CCN(C=Nc2cc(C)on2)CC1	0%	9%	6%	-0.8%
O=C(CSc1nnc(-c2cccs2)n1-c1ccccc1)Nc1ccccc1	-9%	-5%	-6%	-0.2%
Cc1ccc(F)cc1NC(=O)Cn1c(=O)nc(-c2ccccc2F)c2cc(Cl)ccc21	-5%	-5%	-7%[10.9 µM]	?
Cc1ccc(SCCC(=O)NC(C)C)cc1	-5%	11%	/	/
Cc1ccc(NC(=O)C(=O)NCC(c2cccnc2)N2CCN(C)CC2)cc1C (centres undefined)	1%	7%	-9%[10.9 µM]	-1.9%
Cc1cccc(N2CCN(C(=O)Cn3cccc3)CC2)c1C	6%	-13%	-4%	-2.8%
Cc1cc(C)c(Cn2c(=O)n(-c3ccccc3Cl)c(=O)c3c(C)c(C(=O)N(C)C)sc32)c(C)c1	3%	-29%	-14%[10.9 µM]	-1.5%
COCCOC(=O)C1=C(C)NC(=O)NC1c1cn(-c2ccccc2)nc1-c1cccs1 (centres undefined)	8%	0%	-2%	-2.2%
CCOc1ccc(NC(=O)Cn2c(=O)n(Cc3ccc4c(c3)OCO4)c(=O)c3ccc(C(=O)NC4CCCCC4)cc32)cc1	7%	8%	27%[10.9 µM]	-2.0%
O=S(=O)(NCc1ccccc1)c1cnc[nH]1	-4%	-11%	10%	0.1%
O=S(=O)(NCC(c1cccnc1)N1CCN(c2ccccc2)CC1)c1cccs1 (centres undefined)	-20%	2%	11%	-0.3%
COc1ccc(N2CCN(c3csc4ccc(Cl)cc4c3=O)CC2)cc1	-8%	-20%	-21%[10.9 µM]	?
N#Cc1c[nH]n2c(=O)cc(Cc3ccccc3)nc12	-1%	11%	-18%	5.0%
Cc1[nH]n2c(=O)c3c(nc2c1-c1ccc(Cl)cc1)CCC3	-6%	-7%	-2%	3.2%
COc1ccc(-n2c(/C=C/c3cccc(C(F)(F)F)c3)nc3ccccc3c2=O)cc1Cl	-4%	-6%	-11%[10.9 µM]	?
NCCCCCCCCCCNS(=O)(=O)c1cccc2c(Cl)cccc12	25µM*	16µM*	-24%	?
CCC(C)C(NC(=O)c1ccccc1NC(=O)c1ccco1)C(=O)O (centres undefined)	-9%	0%	8%	-2.8%
Cc1ccc(-c2nc3ncccn3c2NC(=O)C2CC2)cc1	-4%	-4%	-7%	-2.5%
O=C1C=CC(=Nc2cccc3c(N=C4C=CC(=O)O4)cccc23)O1	5%[9.22 µM]	-2%[9.22 µM]	1%[10.9 µM]	1.4%[11.4 µM]
CN(C)c1ccc(CNC(=O)CN2C(=O)CCn3nc(-c4cn(C)c5ccccc45)cc32)cc1	2%	-2%	-10%[10.9 µM]	?
CCOc1cc(CNn2cnnc2)ccc1OCC(=O)NC1CCCCC1	7%	11%	-2%	-2.0%
OCCN1CCN(c2ncnc3c2cnn3-c2cccc(Cl)c2)CC1	-15%	?	-13%[10.9 µM]	?
